Source: PubChem BioAssay (National Center for Advancing Translational Sciences (NCATS))
EPAC2 ag – agonists of human EPAC2 (RAPGEF4); Q8WZA2; EPAC2 activation, biochemical qHTS; response scale: 100% = 6.5 mM cAMP response; Potency, µM (top dose mostly 154 µM), without a hit: at the top dose activation, hits mostly activators; 0.079% of 360,000 active; further: potency means the concentration at half of the fitted maximal effect; nearly all actives have a fitted effect of over 50% in size
Target sequence (Q8WZA2 whole entry, looked up): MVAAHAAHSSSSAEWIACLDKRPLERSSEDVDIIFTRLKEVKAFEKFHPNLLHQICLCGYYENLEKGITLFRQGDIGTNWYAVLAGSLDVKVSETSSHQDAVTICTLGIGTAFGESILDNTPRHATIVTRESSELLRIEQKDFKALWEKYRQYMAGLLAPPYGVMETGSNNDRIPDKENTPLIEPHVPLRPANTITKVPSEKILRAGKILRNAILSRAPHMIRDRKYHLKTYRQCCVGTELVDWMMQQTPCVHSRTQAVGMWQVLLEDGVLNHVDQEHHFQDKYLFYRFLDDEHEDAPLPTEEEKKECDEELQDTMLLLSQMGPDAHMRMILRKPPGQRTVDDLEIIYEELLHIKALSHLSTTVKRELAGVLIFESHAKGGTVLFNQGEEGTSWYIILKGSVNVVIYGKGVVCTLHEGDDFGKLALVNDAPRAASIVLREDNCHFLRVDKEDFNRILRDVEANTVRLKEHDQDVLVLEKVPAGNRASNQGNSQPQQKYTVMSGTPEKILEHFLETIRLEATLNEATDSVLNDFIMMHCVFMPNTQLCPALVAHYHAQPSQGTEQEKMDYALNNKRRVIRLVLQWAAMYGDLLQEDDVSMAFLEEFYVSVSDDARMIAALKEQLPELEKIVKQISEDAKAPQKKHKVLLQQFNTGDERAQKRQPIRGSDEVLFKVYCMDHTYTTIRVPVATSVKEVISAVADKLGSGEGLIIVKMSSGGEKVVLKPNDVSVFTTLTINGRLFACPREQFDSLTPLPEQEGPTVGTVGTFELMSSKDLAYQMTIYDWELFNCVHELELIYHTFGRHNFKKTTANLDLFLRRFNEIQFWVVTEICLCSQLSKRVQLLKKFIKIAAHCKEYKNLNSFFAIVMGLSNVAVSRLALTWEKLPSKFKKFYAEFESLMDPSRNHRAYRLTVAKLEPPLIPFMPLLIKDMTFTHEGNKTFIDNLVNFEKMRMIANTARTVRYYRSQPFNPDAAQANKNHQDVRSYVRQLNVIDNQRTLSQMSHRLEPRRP
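Each well held 100 nM EPAC2, 250 nM RAP1B-BODIPY-GDP and 50 uM GDP. Fluorescence, read at 5-min intervals to 30 min, was referenced to a 6.5 mM cAMP positive control.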
Nrf2 inh – inhibitors of Nrf2 signaling; A549 ARE-Fluc reporter, luciferase luminescence, 18-24 h; AID 504444; Potency, µM (doses to about 46 µM), for the others: at the highest dose activity change, negative = inhibition, usual class: inhibitors; 2.1% of 360,000 active; further: potency means the concentration at half of the fitted maximal effect; on the % scale 0 is the no-effect control and ±100 the full control effect; nearly all actives have a fitted effect of over 60% in size
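Cells were seeded and rested 2 h, then exposed to compounds for 18-24 h. CellTiter-Fluor was read first as a viability measure. BugLite was added 15 min before the final luminescent read of ARE-luciferase activity in A549 cells.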
Nrf2 ARE act – activates Nrf2 signaling | AREc32 ARE-luciferase reporter (MCF7-derived line), luminescence, 24 h | Potency, µM (series often up to 46.1 µM), for the others: at the highest dose activation, usual class: activators | 0.31% of 410,000 active; further: potency means the concentration at half of the fitted maximal effect; % of control where 0% means no effect; nearly all actives have a fitted effect of over 65% in size
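Quantitative high-throughput format: AREc32 reporter cells, 1000 per well, received compound by pin transfer and were incubated 24 hr at 37 deg C, 5% CO2, before Steady-Glo luminescence detection.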
pAkt inh – inhibitors of Akt phosphorylation; Neuro2A IGF-stimulated pAkt S473 HTRF, 20 min; stronger effect = lower value; activity change, % for hits at 50 µM; 0.32% of 360,000 active; AID 651550; in the data active means activity change below about -80%; inconclusive means mostly about -51% to -80%; further: on the % scale 0 is the no-effect control and ±100 the full control effect
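Neuro2A cells in DMEM with 0.5% FBS, overnight at 37 deg C, given compound at single 50 µM final, then IGF (6 nM final) for 20 min at 37 deg C. Lysed; phospho-Akt Ser473 by HTRF after 24 h, 665/615 ratio.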
A549 viability – counter-screen for Nrf2 inhibitors: cytotoxicity in A549 cells; A549 ARE-Fluc cells, CellTiter-Fluor viability, 18-24 h; 0.16% of 390,000 active; Potency, µM (series often up to 46 µM), inactives show at the highest dose activity change, negative = cytotoxicity, hits mostly inhibitors; further: potency means the concentration at half of the fitted maximal effect; on the % scale 0 is the no-effect control and ±100 the full control effect
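A549 ARE_Fluc cells in 5% FBS OPTI-MEM were exposed to compounds in concentration-response for 18-24 h at 37 deg C. Viability was read by CellTiter-Fluor fluorescence (Ex 405/Em 525) after 30 min, before the luciferase read.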
CCT chaperon mod – modulators of cytosolic chaperonin (CCT/TRiC) activity. purified chaperonin ATPase assay, HTRF ADP detection, 30 min. activity change, % (concentration not given with the values), hits read low. 0.3% of 360,000 active; in the data active means activity change below about -30%; further: on the % scale 0 is the no-effect control and ±100 the full control effect
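ATPase activity: ADP formed was measured by HTRF Transcreener (665/615 nm ratio) after 30 min at 37 deg C with 10 uM ATP. Compounds screened at one 76 uM concentration against 40 or 20 nM TRiC in Tris pH 7.4/KCl/MgCl2/DTT buffer.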
TGFb SMAD3 inh – TGF-b pathway inhibition | HepG2 CAGA-GFP TGF-b/SMAD3 reporter, GFP fluorescence, 18 h; TGF-beta stimulated, 500 pg/mL final | Potency, µM (top dose mostly 46.1 µM), for inactives: at the highest dose activity, negative = inhibition, most hits filed as inhibitors | 1.2% of 410,000 active | AID 588855; further: potency means the concentration at half of the fitted maximal effect; on the % scale 0 is the no-effect control and ±100 the full control effect; nearly all actives have a fitted effect of over 65% in size
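HEPG2 CAGA-GFP reporter cells (1000/well, DMEM with 1% FBS) received compounds, then recombinant TGF-beta at 500 pg/mL final for 18 hours at 37 degrees C. Per-cell GFP summed per well was normalised to unstimulated and stimulated DMSO controls before curve fitting.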
Mm-Cpn inhibitor – M. maripaludis TRiC chaperonin inhibition. 0.031% of 330,000 active. AID 504842. purified Mm-Cpn ATPase, ADP Transcreener TR-FRET. Potency, µM (top dose mostly 76.9 µM), inactives show top-dose activity, negative = inhibition, hits mostly inhibitors; further: potency means the concentration at half of the fitted maximal effect; on the % scale 0 is the no-effect control and ±100 the full control effect; nearly all actives have a fitted effect of over 80% in size
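ATPase turnover read by TR-FRET ADP competition (Eu cryptate antibody/ADP-d2, 665/590 nm): 10uM ATP final, 25nM Mm-CPN final, 30 min 37degC after 10-min compound preincubation, pH 7.4 Tris/KCl/MgCl2/DTT buffer.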
EPAC2 antag – antagonists of human EPAC2; Q8WZA2; EPAC2 GEF exchange of Rap1B-BODIPY-GDP, fluorescence; Potency, µM (doses to about 114 µM), for inactives: top-dose activity, negative = inhibition, most hits filed as inhibitors; 0.18% of 360,000 active; AID 720708; further: potency means the concentration at half of the fitted maximal effect; on the % scale 0 is the no-effect control and ±100 the full control effect; nearly all actives have a fitted effect of over 45% in size; many of its hits are not listed in these tables
Starred values were filed as active, the others as inactive; i = inactive; u = inconclusive; x = not tested or not shown; [ ] = another dose, or the depositor's remark. Unless noted, the call rests on the fitted dose curve; in most records, active means well fitted curve in the direction sought with a large enough effect; inconclusive means small, poorly fitted or top-dose-only effect, or another doubt; inactive means no such curve, though single readings can be large; an effect the other way counts as inactive or inconclusive. An excerpt (hit frequency here may not be typical).

nr | Compound | EPAC2 ag | Nrf2 inh | Nrf2 ARE act | pAkt inh | A549 viability | CCT chaperon mod | TGFb SMAD3 inh | Mm-Cpn inhibitor | EPAC2 antag
1 | CCn1c(C(=O)N2CCC(C(=O)N3CCN(c4ccccn4)CC3)CC2)cc2sccc21 | 4% | -8% | -0.7% | i | 1% | -0.8 | -5% | -2% | 3%
2 | CC1CCCN(C(=O)c2cc3c(=O)n4ccccc4nc3s2)C1 (centres undefined) | 3% | u | 6.8% | i | 0% | 1.5 | -1% | -6% | -5%
3 | CCN(CC(=O)Nc1ccccc1OC)C(=O)CCc1ccccc1 | 8% | 3% | -0.2% | i | 0% | -2.2 | 45%[activator] | 3% | -4%
4 | COc1ccccc1C(OC(=O)c1cccs1)C(=O)NCc1ccco1 (centres undefined) | 6% | 15% | 16% | i | -2% | -3.3 | 0% | -1% | 11%
5 | COc1cccc(CNc2nc3cc(-c4cccc(C(F)(F)F)c4)sc3c(=O)n2C)c1 | -7% | x | u | i | x | -1.5 | -28% | x | -20%
6 | O=C(COc1ccc(/C=N/NS(=O)(=O)c2ccccc2)cc1)N1CCOCC1 | 3% | -6% | 2.6% | i | 12% | -1.4 | -5% | -5% | -25%
7 | Cn1c(C(=O)N2CCC(C(=O)NCCc3ccccc3)CC2)cc2sccc21 | x | 9% | 4.2% | x | 1% | x | -25% | x | x
8 | CC(Sc1ncc(C(F)(F)F)cc1Cl)C(=O)NC(N)=O (centres undefined) | 1% | -6% | 0.0% | i | 1% | 2.2 | 3% | 0% | 17%
9 | Cc1ccc(C(=O)NCC(=O)N2CCCCCCC2)cc1 | -1% | u | 3.4% | i | -1% | -5.1 | 5% | 0% | -7%
10 | COc1cccc(NC(=O)CN(C)C(=O)c2ccc3c(c2)CC(c2ccccc2)OC3=O)c1 (centres undefined) | 3% | u | -0.5% | i | -11% | -0.4 | -9% | -1% | -1%
11 | Cc1cccc(C)c1OCc1cc(C(=O)N2CCCC2c2nonc2C)no1 (centres undefined) | -1% | u | 0.2% | i | 4% | 0.1 | -14% | -4% | -19%
12 | Cn1c(SCC(=O)NC2CCS(=O)(=O)C2)nnc1-c1ccco1 (centres undefined) | 7% | 3% | -0.1% | i | 5% | -0.5 | 5% | 0% | 17%
13 | O=C1CSC(=S)N1/N=C/c1ccc(O)c(O)c1O | 3% | -6% | 10% | i | -10% | 1.1 | u | -4% | 19%
14 | Cc1cc(C(=O)Nc2ccc3c(c2)CCC3)ccc1[N+](=O)[O-] | 1% | u | 2.3% | i | -6% | -0.3 | -3% | x | 0%
15 | COc1ccc(Br)cc1C(=O)Nc1ccc2oc(-c3cccnc3)nc2c1 | x | u | 0.3% | x | -1% | x | -11% | x | x
16 | Cc1oc2ccccc2c1-c1cn2c(n1)SCC2 | -7% | 28% | 8.4% | i | -5% | 1.0 | 3% | -20% | 6%
17 | O=C(Cn1nnc(-c2ccccc2Cl)n1)N/N=C/c1ccc2c(c1)OCO2 | 2% | -13% | 0.1% | i | 1% | 1.3 | -22% | 0% | 1%
18 | CC1(C)CC(=O)C(C2C3=C(CC(C)(C)CC3=O)Oc3c(Br)cc(Br)cc32)=C(O)C1 (centres undefined) | 5% | 23µM* | -0.4% | i | u | -1.3 | -6% | -1% | -8%
19 | O=C(C1=C[C@H](c2ccc3c(c2)OCO3)C[C@H](OCCCCO)O1)N1CCN(Cc2ccc3c(c2)OCO3)CC1 | 6% | -7% | 5.8% | i | 9% | -8.0 | -12% | x | 17%
20 | CCCCN(Cc1nc2ccccc2c(=O)[nH]1)C(=O)c1nn(C)c(=O)c2ccccc12 | -3% | u | 4.4% | i | 1% | -0.9 | u | -2% | -4%
21 | Fc1ccccc1NC(=S)NN(Cc1ccccc1)c1ccccc1 | 14% | x | -0.8% | i | -1% | -0.9 | 0% | 0% | -26%
22 | O=C(COC(=O)c1n[nH]c2ccccc12)c1cccc(Br)c1 | 11% | 0% | 5.5% | i | -2% | 1.0 | 1% | -16% | -4%
23 | Cc1ccc(N(Cc2cc(=O)[nH]c3ccccc23)C(=O)C(C)C)cc1 | -1% | -12% | 0.1% | i | -5% | 0.3 | -1% | -2% | 6%
24 | CCOC(=O)c1c(-c2ccccc2)nc2ccccn12 | 4% | -5% | -0.4% | i | 9% | 2.6 | u | 0% | 11%
25 | Cc1c(CC(=O)NCCc2ccc(Cl)cc2)c(=O)oc2c(C)c3occ(C(C)(C)C)c3cc12 | x | 0% | -0.6% | x | -20% | x | -28% | x | x
26 | N#C/C(=C(/O)c1cccs1)c1nnc2n1CCCCC2 | 7% | -12% | -0.3% | i | -3% | -2.6 | 0% | -1% | 8%
27 | O=S1(=O)c2ccc(Br)cc2OC(COCc2ccccc2)CN1Cc1ccccc1 (centres undefined) | 8% | -3% | 0.0% | i | 16% | -0.7 | -19% | -1% | 14%
28 | COc1cccc(/C=C/c2ccc3ccccc3n2)c1OC(C)=O | 28% | 5% | 14% | i | -6% | -2.1 | 8% | -6% | -10%
29 | CCN1CCCC1CNC(=O)c1cc2c(-c3cccc(OC)c3)nn(C)c2s1 (centres undefined) | -2% | 19% | 6.1% | i | u | -2.8 | -3% | -2% | 0%
30 | COc1ccccc1-c1nnc(-c2ccc(C)cc2)o1 | 7% | u | 14% | i | 2% | -3.1 | 6% | x | -6%

Further records
nr | Compound | EPAC2 ag | Nrf2 inh | Nrf2 ARE act | pAkt inh | A549 viability | CCT chaperon mod | TGFb SMAD3 inh | Mm-Cpn inhibitor | EPAC2 antag
31 | Cc1nnc(SCC(=O)N(C2CCCCC2)C2CCS(=O)(=O)C2)n1N (centres undefined) | 7% | 11% | 0.1% | i | 15% | -1.1 | -4% | 0% | -5%
32 | CC1(C)Cc2ccccc2-c2nnnn21 | 2% | 5% | -0.5% | i | 0% | -2.9 | 4% | -1% | 3%
33 | O=C(NCc1ccccc1)C1=C[C@@H](c2csc3ccccc23)C[C@@H](OCc2ccc(CO)cc2)O1 | 10% | 6.5µM* | -0.2% | i | u | -1.4 | u | x | -13%
34 | O=C(NCc1ccco1)c1ccc2sc([C@@H]3O[C@H](CO)[C@H](O)[C@H](O)[C@H]3O)nc2c1 | -5% | x | 0.3% | i | x | -0.9 | 1% | x | 9%
35 | CC1CCC(NC(=O)CC(NC(N)=O)c2ccccc2Cl)CC1 (centres undefined) | 1% | 9% | 0.5% | i | 2% | 1.8 | 1% | 0% | 3%
36 | Cc1cc(NC(=O)CCC(=O)N(CC(=O)NC2CCCC2)c2ccc(Cl)c(Cl)c2)no1 | 3% | 3% | 0.5% | i | -1% | -3.7 | -13% | u | -3%
37 | COc1ccc(CC(=O)N2CCN(S(=O)(=O)c3ccc(Cl)s3)CC2)cc1 | 0% | -6% | -0.1% | i | 8% | 0.2 | 2% | -1% | -10%
38 | O=c1c2ccccc2nnn1Cc1ccc(Br)cc1 | 3% | -5% | 0.6% | i | 10% | -1.6 | 12% | 0% | -12%
39 | Cc1oc(-c2ccc(C(=O)Nc3ccc(F)cc3F)cc2)nc1COc1ccccc1 | x | u | -1.1% | x | 4% | x | u | x | x
40 | CCOc1cc(NC(=S)NCCCOC)c(OCC)cc1NC(=O)c1cccs1 | 3% | 1% | 0.4% | i | 14% | -0.9 | 5% | -3% | 17%
41 | CCC(C)(C)NC(=O)c1ccccc1Oc1ccccc1 | -3% | -20% | 9.3% | i | 12% | -2.8 | -3% | 0% | -2%
42 | CCSc1ccccc1C(=O)N1CCN(c2ccc([N+](=O)[O-])cc2)CC1 | 5% | u | 5.0% | i | -11% | 1.4 | u | -4% | -15%
43 | COc1ccccc1NC(=O)CCN1CC(C)OC(C)C1 (centres undefined) | 0% | -10% | -0.7% | i | -14% | -0.6 | 1% | 3% | -3%
44 | COc1ccccc1NC(=O)C1=C(C)NC(SCC(=O)Nc2ccc(C(=O)O)cc2)=C(C#N)C1c1cccs1 (centres undefined) | -3% | 9% | -0.2% | i | 2% | 0.0 | -4% | -6% | -22%

Ten entries from above, with two lines to a compound.
Below each compound – EPAC2 ag	Nrf2 inh	Nrf2 ARE act	pAkt inh	A549 viability	CCT chaperon mod	TGFb SMAD3 inh	Mm-Cpn inhibitor	EPAC2 antag
(35) CC1CCC(NC(=O)CC(NC(N)=O)c2ccccc2Cl)CC1 (centres undefined)
→ 1%	9%	0.5%	i	2%	1.8	1%	0%	3%
(36) Cc1cc(NC(=O)CCC(=O)N(CC(=O)NC2CCCC2)c2ccc(Cl)c(Cl)c2)no1
→ 3%	3%	0.5%	i	-1%	-3.7	-13%	u	-3%
(37) COc1ccc(CC(=O)N2CCN(S(=O)(=O)c3ccc(Cl)s3)CC2)cc1
→ 0%	-6%	-0.1%	i	8%	0.2	2%	-1%	-10%
(38) O=c1c2ccccc2nnn1Cc1ccc(Br)cc1
→ 3%	-5%	0.6%	i	10%	-1.6	12%	0%	-12%
(39) Cc1oc(-c2ccc(C(=O)Nc3ccc(F)cc3F)cc2)nc1COc1ccccc1
→ x	u	-1.1%	x	4%	x	u	x	x
(40) CCOc1cc(NC(=S)NCCCOC)c(OCC)cc1NC(=O)c1cccs1
→ 3%	1%	0.4%	i	14%	-0.9	5%	-3%	17%
(41) CCC(C)(C)NC(=O)c1ccccc1Oc1ccccc1
→ -3%	-20%	9.3%	i	12%	-2.8	-3%	0%	-2%
(42) CCSc1ccccc1C(=O)N1CCN(c2ccc([N+](=O)[O-])cc2)CC1
→ 5%	u	5.0%	i	-11%	1.4	u	-4%	-15%
(43) COc1ccccc1NC(=O)CCN1CC(C)OC(C)C1 (centres undefined)
→ 0%	-10%	-0.7%	i	-14%	-0.6	1%	3%	-3%
(44) COc1ccccc1NC(=O)C1=C(C)NC(SCC(=O)Nc2ccc(C(=O)O)cc2)=C(C#N)C1c1cccs1 (centres undefined)
→ -3%	9%	-0.2%	i	2%	0.0	-4%	-6%	-22%
